# Bioassay records: PubChem, National Center for Advancing Translational Sciences (NCATS)
# HCV inhibitor: blocks hepatitis C virus; Huh7.5.1 HCVcc-Cre infection, luciferase reporter, 44 h; Potency, µM (top dose mostly 41.8 µM), without a hit: at the top dose activity change, negative = inhibition, most hits filed as inhibitors; actives 3.4% (n = 340,000)
#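 Compounds are dispensed onto cells plated 4 h earlier at 1,000 per well, with HCVcc-Cre virus (about 0.5 moi) added next. Following 44 h of culture, luminescent signal is measured for 15 sec after 15 min with substrate at room temperature.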
# LmPK inhibitor: LmPK (Leishmania mexicana) enzyme inhibition. Q27686. purified LmPK, Kinase-Glo ATP luminescence, 1 h. Potency, µM (top dose mostly 57.5 µM), for the others: at the top dose activity change, negative = inhibition, usual class: inhibitors. actives 0.37% (n = 290,000)
# Target sequence (Q27686 whole entry, looked up): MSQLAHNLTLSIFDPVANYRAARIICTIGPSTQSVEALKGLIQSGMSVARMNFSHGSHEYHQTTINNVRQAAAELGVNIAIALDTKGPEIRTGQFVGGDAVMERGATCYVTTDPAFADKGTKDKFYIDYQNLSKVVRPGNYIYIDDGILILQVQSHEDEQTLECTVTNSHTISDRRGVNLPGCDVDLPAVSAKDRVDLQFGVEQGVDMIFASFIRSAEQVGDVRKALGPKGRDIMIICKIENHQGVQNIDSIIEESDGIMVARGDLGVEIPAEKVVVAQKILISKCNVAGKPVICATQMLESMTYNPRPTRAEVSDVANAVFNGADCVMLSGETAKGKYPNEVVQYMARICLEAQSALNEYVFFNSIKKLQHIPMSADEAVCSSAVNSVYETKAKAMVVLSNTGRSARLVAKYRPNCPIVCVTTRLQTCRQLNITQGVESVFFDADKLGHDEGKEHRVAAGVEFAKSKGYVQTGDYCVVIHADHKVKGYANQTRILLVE
#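 Purified LmPK (0.1 nM) converted ADP (0.1 mM) to ATP with PEP (0.5 mM) in imidazole buffer pH 7.2 with KCl and MgCl2, 1 h at room temperature. ATP was read by Kinase-Glo luminescence; data normalized to uninhibited and no-enzyme controls.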
# Pf growth 48h: inhibits P. falciparum growth in the first generation, 48 h. Potency, µM (top dose mostly 28.7 µM), without a hit: at the highest dose activity change, negative = inhibition, usual class: inhibitors. actives 5.9% (n = 310,000). P. falciparum luciferase growth in erythrocytes, 48 h
#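 First compound was added to culture medium, then infected red cells at 0.1% parasitemia and 2% hematocrit (final). After incubation at 37 C under 5% CO2, luciferase detection reagent was dispensed and light output recorded.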
# Sm TGR block: blocks Schistosoma mansoni thioredoxin glutathione reductase; Q962Y6; purified TGR, DTNB reduction, TNB absorbance 405 nm; Potency, µM (highest dose often 114 µM), for the others: at the highest dose activity change, negative = inhibition, hits mostly inhibitors; actives 3% (n = 360,000); note: nearly all actives have a fitted effect of over 60% in size
#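 TGR 20 nM + NADPH 100 uM (dispensed conc.), cpd preinc 15 min RT; start with NADPH (500 uM addition) then DTNB (15 mM addition). Kinetic TNB absorbance, 405 nm filter. Four-parameter Hill fit across titration.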
# Pf growth 96h: P. falciparum growth inhibition at 96 hour, primary screen for plastid delayed-death inhibitors | P. falciparum luciferase reporter growth, 96 h | AID 504834 | Potency, µM (titrated, usually from 28.7 µM), inactives show top-dose activity change, negative = inhibition, usual class: inhibitors | actives 6.9% (n = 320,000)
#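 Erythrocytes infected with luciferase-expressing P. falciparum were dispensed at 2% hematocrit and 0.05% parasitemia (final), then incubated with compounds 96 hours at 37 C in 5% CO2. Luminescence after detection reagent addition reported growth.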
# TbPYK inhibitor: blocks Trypanosoma brucei pyruvate kinase | TbPYK enzyme, Kinase-Glo Plus ATP luminescence, 45 min | Potency, µM (top dose mostly 76.8 µM), for the others: top-dose activity, negative = inhibition, most hits filed as inhibitors | actives 0.12% (n = 410,000); note: nearly all actives have a fitted effect of over 50% in size
#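 T. brucei PYK with substrate was exposed to pin-transferred compounds across a concentration series, then started with 130 uM ADP (final). After 45 min at room temperature, Kinase-Glo Plus luminescence was read, normalized and curve-fitted.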
# An asterisk follows results filed as active; ? = inconclusive; . = not tested or not shown; & = joins results of further samples; [ ] = another dose, or the depositor's remark. Calls come from the whole dose curve; as a rule, active = well fitted curve in the direction sought with a large enough effect; inconclusive = small, poorly fitted or top-dose-only effect, or another doubt; inactive = no such curve, though single readings can be large; an effect the other way counts as inactive or inconclusive. % is set by controls: 0 for no effect and ±100 for the full control effect; potency is the fitted concentration of half-maximal effect. Not a hit list. Share with any hit: about 16%.
# The opening 6 entries, to show the layout:
entry	smiles	HCV inhibitor	LmPK inhibitor	Pf growth 48h	TbPYK inhibitor	Sm TGR block	Pf growth 96h
1	COc1ccc(C2=NOC(C)(c3nnc(-c4ccc(F)cc4)o3)C2)cc1 (centres undefined)	-9%	2%	3%	-9%	10%	79%[activator]
2	CSC1=N/C(=C\c2ccc(C)s2)C(=O)S1	6%	-13%	-1%	5%	3%	?
3	CCOc1ccc(Cc2nnc(SCC(=O)Nc3ccc(C(C)=O)cc3)[nH]c2=O)cc1	22%	.	?	-5%	-8%	2%
4	Cc1ccc(C)c(N2CCN(CC3CC=CCC3)CC2)c1 (centres undefined)	23%	1%	.	-11%	-21%	11%
5	CCCCCCc1cc2cc(C(=O)Nc3ccc(OC)cc3)c(=O)oc2cc1O	?	0%	?	1%	3%	-7%
6	O=C(COC(=O)C1=COCCO1)Nc1cccc(S(=O)(=O)N2CCOCC2)c1	.	-13%	-16%	-10%	?	?

# Results, repeating the preview:
entry	smiles	HCV inhibitor	LmPK inhibitor	Pf growth 48h	TbPYK inhibitor	Sm TGR block	Pf growth 96h
1	COc1ccc(C2=NOC(C)(c3nnc(-c4ccc(F)cc4)o3)C2)cc1 (centres undefined)	-9%	2%	3%	-9%	10%	79%[activator]
2	CSC1=N/C(=C\c2ccc(C)s2)C(=O)S1	6%	-13%	-1%	5%	3%	?
3	CCOc1ccc(Cc2nnc(SCC(=O)Nc3ccc(C(C)=O)cc3)[nH]c2=O)cc1	22%	.	?	-5%	-8%	2%
4	Cc1ccc(C)c(N2CCN(CC3CC=CCC3)CC2)c1 (centres undefined)	23%	1%	.	-11%	-21%	11%
5	CCCCCCc1cc2cc(C(=O)Nc3ccc(OC)cc3)c(=O)oc2cc1O	?	0%	?	1%	3%	-7%
6	O=C(COC(=O)C1=COCCO1)Nc1cccc(S(=O)(=O)N2CCOCC2)c1	.	-13%	-16%	-10%	?	?
7	OCC[C@H]1C[C@H](O)[C@@H](O)[C@]2(OCc3ccccc32)O1	22%	.	?	0%	-5%	3%
8	O=C(c1cn(-c2ccccc2)nc1-c1ccc(Cl)cc1)N1CCOCC1	?	3%	4%	-5%	-2%	6%
9	CC(N=Cc1nc(-c2ccccc2)oc1O)c1ccccc1 (centres undefined)	?	0%	21%	-6%	7%	.
10	COc1cccc(/C=N/NC(=S)NCCc2ccccc2)c1OC	-24%	0%	5%	2%	-17%	40%[activator]
11	Cc1cc(C)c(CN2CCC(n3nccc3NC(=O)c3ccccc3Cl)CC2)cc1C	?	0%	?	0%	2%	?
12	S=C1N[C@H]2CCCC[C@@H]2N1	29%	1%	0%	-1%	10%	14%
13	CNC(=O)Nc1ccc(C(=O)N/N=C\C23CC[C@@H](O)CC2(O)CC[C@@H]2[C@@H]3CCC3(C)C(C4=CC(=O)OC4)CCC23O)cc1 (some centres undefined)	6%	0%	-12%	1%	-16%	-16%
14	C[C@@H](O)[C@H]1O[C@]2(C)CCC[C@H]1O2	19%	.	-6%	5%	2%	44%[activator]
15	CCOc1ccc(CCNC(=O)COC(=O)CCc2cc(OC)c(OC)c(OC)c2)cc1OCC	-4%	.	13µM*	-12%	1%	?
16	Cn1nc(SCC(=O)O)sc1=S	-3%	2%	-5%	7%	0%	?
17	O=C(c1cccc(S(=O)(=O)N2CCN(c3ccc(F)cc3)CC2)c1)N1CCCCCCC1	?	.	?	-1%	1%	?
18	CN1CCC(O)(c2ccc(Cl)cc2)C(C(=O)c2ccc(Cl)cc2)C1 (centres undefined)	-2%	-1%	2%	2%	.	-7%
19	C=CCNC(=S)N/N=C/c1ccc(C)s1	1%	2%	4.7µM*	2%	?	4.7µM*
20	CCC(C)(C)NC(=O)C(c1cccn1C)N(C(=O)Cn1nnc2ccccc21)c1ccccc1OC (centres undefined)	-12%	6%	?	-5%	-29%	?
21	CCOC(=O)N1CCN(C(=O)C2CC(=O)N(c3ccc(OC)cc3)C2c2ccc(OC)cc2)CC1 (centres undefined)	4%&-7%	4%	9.3µM*	2%	7%	?
22	CC(=O)Nc1cc(C(=O)OCC(=O)c2ccccc2)ccc1C	-6%	0%	153%[activator]	0%	0%	202%[activator]
23	CSc1ccc(S(=O)(=O)N2CCC(C(=O)NCCN3CCOCC3)CC2)cc1	16%	-5%	-7%	3%	9%	49%[activator]
24	CNS(=O)(=O)/C=C/c1ccccc1	24%	-1%	34%[activator]	5%	-3%	19%

# Taken from the listing (four entries):
entry	smiles	HCV inhibitor	LmPK inhibitor	Pf growth 48h	TbPYK inhibitor	Sm TGR block	Pf growth 96h
16	Cn1nc(SCC(=O)O)sc1=S	-3%	2%	-5%	7%	0%	?
17	O=C(c1cccc(S(=O)(=O)N2CCN(c3ccc(F)cc3)CC2)c1)N1CCCCCCC1	?	.	?	-1%	1%	?
18	CN1CCC(O)(c2ccc(Cl)cc2)C(C(=O)c2ccc(Cl)cc2)C1 (centres undefined)	-2%	-1%	2%	2%	.	-7%
19	C=CCNC(=S)N/N=C/c1ccc(C)s1	1%	2%	4.7µM*	2%	?	4.7µM*

# The listing continues:
entry	smiles	HCV inhibitor	LmPK inhibitor	Pf growth 48h	TbPYK inhibitor	Sm TGR block	Pf growth 96h
25	O=C(N/N=C/c1cnc(N2CCCCC2)s1)c1ccc(Cl)cc1	?	3%	?	-19%	.	?
26	Cc1nn(Cc2c(F)c(F)c(F)c(F)c2F)c(C)c1NC(=O)c1ccc(COc2ccccc2Cl)o1	16µM*	-1%	?	-1%	-20%	?
27	C=CCc1c(C)nc(SC(C)C)[nH]c1=O	5%	0%	8%	5%	-6%	24%
28	Cc1cccc(N2CCN(S(=O)(=O)c3ccc(-c4ccc(=O)[nH]n4)o3)CC2)c1C	-3%	9%	?	-8%	-2%	12%
29	CC(Sc1nc(-c2ccccc2)cc(C(F)(F)F)n1)C(=O)N1CCC(C(N)=O)CC1 (centres undefined)	?	-4%	?	3%	-20%	.
30	CCC(CO)NC(=O)c1cccc(S(=O)(=O)N2c3ccccc3CC2C)c1 (centres undefined)	0%	0%	?	-11%	-29%	?
31	O=C(Nc1c[nH]c(=O)[nH]c1=O)c1ccc2c(c1)C(=O)N(c1cccc([N+](=O)[O-])c1)C2=O	12%	3%	32%[activator]	6%	2%	52%[activator]
32	CCOc1cc(NC(=S)NCC2CCCO2)c(OCC)cc1NC(=O)c1ccc(F)cc1 (centres undefined)	?	-3%	8%	?	0%	-14%
33	Cc1ccc(-c2cc(N)n[nH]2)cc1	2%	4%	?	-1%	10%	.
34	CCOCCCNC(=O)/C(C#N)=C/c1cc(Br)c(O)c(Br)c1	-13%	1%	?	-2%	-1%	11%
35	S=C(Nc1ccccc1Cl)N1CCOCC1	14%	-1%	0%	0%	-15%	11%
36	CCOc1ccc(C(=O)CCC(=O)N(CC)CC(=O)NCc2ccc(Cl)cc2)cc1	-9%	1%	27%	4%	-20%	?
37	O=C(Cc1ccccc1)c1ccc2c(c1)OCCO2	?	?	55%[activator]	-8%	.	0%
38	O=[N+]([O-])c1cccc(OCc2cn3cccnc3n2)c1	0%	-3%	28%	6%	-1%	?
39	COc1cccc(NC(=O)NNC(=O)CN2C(=O)COc3ccccc32)c1	1%	-7%	8%	2%	4%	16%
40	NNC(=O)c1cccc(COc2ccc(Br)cc2)c1	-10%	1%	282%[activator]	9%	2%	-53%
41	O=C(NNC1=C(C(=O)C(F)(F)F)CCC1)c1cccnc1	9%	8%	9%	2%	.	18%
42	COc1ccc(-c2cc(=O)oc3cc(OC(=O)C4CCCCC4)c(Cl)cc23)cc1	-3%	-2%	6%	6%	-6%	?
43	CCOc1ccc(CC(=O)NCc2cn3c(C)csc3n2)cc1	-6%	1%	-2%	-2%	-16%	-1%
44	C#CCOCCOCCOCCNc1nc(N2CCN(C(=O)Cn3cc(CCO)nn3)CC2)nc(N2CCN(C(=O)[C@H]([C@@H](C)O)n3cc(CCCCN)nn3)CC2)n1	-3%	-6%	17%	-11%	-3%	-7%
45	Cc1cc(C)c(C)c(S(=O)(=O)N2CCC(C(=O)NCCCN3CCCC3=O)CC2)c1C	-22%	.	?	0%	-3%	?
46	Cc1nc2ccc(NC(=O)c3ccccc3)cc2s1	6%	-3%	20%	-3%	.	0%
47	Cc1ccc(/C(O)=C2/C(=O)C(=O)N(c3ccccn3)C2c2ccc(F)cc2)cc1 (centres undefined)	8%	4%	-16%	3%	?	-25%
48	Cc1ccc(/C=N/Nc2nc(N3CCCCC3)nc(N3CCCCC3)n2)o1	?	-1%[11.5 µM]	-24%	-6%	-2%	-53%
49	CCCC(C)NC(=O)Cc1ccccc1 (centres undefined)	19%	3%	?	-8%	4%	?
50	COc1ccc(-c2nc(CN3CCC(C(=O)NC4CCN(Cc5ccccc5)CC4)CC3)c(C)o2)cc1OC	?	-4%	?	1%	-28%	?
51	CCC(C)(C(=O)NC1CCCC1)N(Cc1ccco1)C(=O)c1ccccn1 (centres undefined)	-3%	-2%	-11%	-5%	?	?
52	Cc1ccc(-c2ccc(=O)n(CCC(=O)N3CCC4(CC3)OCCO4)n2)cc1	5%	12%	30%[activator]	1%	-4%	?
53	COc1ccccc1N1CCN(C(=O)c2cc3c(s2)CCCCC3)CC1	-4%	-8%	?	-4%	2%	?
54	COCCn1nnnc1C(c1ccccc1Cl)N1CCN(c2ccccc2OC)CC1 (centres undefined)	-10%	1%	?	-9%	4%	-5%
55	CC1=NN(c2ccc(C)cc2C)C(=O)C1C(c1cccc(O)c1)C1C(=O)N(c2ccc(C)cc2C)N=C1C (centres undefined)	21%	4%	-4%	-2%	-15%	19%
56	COc1cc(/C=C2/SC(=S)N(Cc3ccccc3)C2=O)ccc1OS(C)(=O)=O	?	5%	7%	6%	7%	?
57	Cc1noc(C)c1COc1ccccc1C(=O)NCCc1ccc(Cl)cc1	?	.	?	-3%	-11%	?
58	Cc1nn(-c2ccc(N3CCOCC3)nn2)c(C)c1CCC(=O)NCc1ccccc1	3%	3%	1%	1%&0%	9%&2%	1%
59	O=C(NCCCN1CCCC1=O)Nc1ccc(F)c(Cl)c1	12%	-3%	32%[activator]	1%	-28%	86%[activator]
60	CCOc1ccc(N2CC(C(=O)Nc3cc(C)on3)CC2=O)cc1 (centres undefined)	5%	-2%	3%	-9%	-1%	28%
61	Nc1cccc(C(=O)N/N=C/c2ccsc2)c1	16%	-5%	102%	-2%	-2%	65%[activator]
62	COc1ccccc1/C=C1\N=C(C(C)(C)C)OC1=O	0%	1%	21%	-1%	-17%	40%[activator]
63	CCCCn1c(N)c(N(CC)C(=O)CSCc2c(C)noc2C)c(=O)[nH]c1=O	18%	1%	20%	0%	-9%	?
64	Cc1c(C(=O)N2CCCCCC2)nnn1-c1nonc1N	4%	1%	?	4%	3%	?
65	COc1ccc(CN(C(=O)c2ccco2)c2ccc(C)c(C)c2)cc1	-14%	5%	?	-1%	0%	-4%
